CCT chaperon mod: High-Throughput Screening for Modulators of Cytosolic Chaperonin Activity | purified chaperonin ATPase assay, HTRF ADP detection, 30 min | actives 0.3% (n = 360,000) | activity change, % (concentration not given with the values), hits read low; in the data active = activity change below about -30%; also: % is scaled to controls: 0 for no effect and ±100 for the full control effect
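TRiC at 40 or 20 nM final (batch-dependent) in 30 mM Tris pH 7.4, 100 mM KCl, 5 mM MgCl2, 1 mM DTT, with compound at single 76 uM and 10 uM ATP, 30 min at 37 deg C. ADP detected by HTRF Transcreener, 665/615 ratio.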
EPAC1 antagonist: qHTS for Antagonist of cAMP-regulated guanine nucleotide exchange factor 3 (EPAC1): primary screen; Rap guanine nucleotide exchange factor 3 (Homo sapiens), O95398; EPAC1 GEF assay, Rap1b-BODIPY-GDP exchange fluorescence; Potency, µM (titrated, usually from 115 µM), for inactives: top-dose activity change, negative = inhibition, hits mostly inhibitors; actives 0.14% (n = 360,000); AID 720709, 2013;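 also: potency is read from the fitted curve at half-maximal effect; plate controls were vehicle for no effect and positive control for full effect; nearly all actives have a fitted effect of over 50% in size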
IL2 activator: qHTS of IL-2 Activators. IL-2 activation reporter assay, cell-based qHTS; stimulated with anti-CD3/CD4/CD28 beads; in transgenic mouse T cells. activation, % (series mostly up to about 46 µM). actives 0.065% (n = 360,000). AID 652025, 2013; in the data active = activation above about 50%; inconclusive = mostly about 30% to 49%; also: 0% is about no effect
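Readout: EGFP and DsRed signals by fluorescent plate cytometry. Unstimulated transgenic mouse T cells received compound 60 min before antibody-bead stimulation, then incubated 18 h at 37 degrees C.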
EPAC1 ag: qHTS for Agonist of cAMP-regulated guanine nucleotide exchange factor 3 (EPAC1): primary screen. AID 720707, 2013. Rap guanine nucleotide exchange factor 3 (Homo sapiens), O95398. Potency, µM (titrated, usually from 154 µM), inactives show top-dose activation, actives largely listed as activators. EPAC1 agonist qHTS, biochemical assay; response scale: 100% = response to 6.5 mM cAMP. actives 0.073% (n = 360,000); also: potency is read from the fitted curve at half-maximal effect; nearly all actives have a fitted effect of over 60% in size
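Read-out is the fluorescence drop as BODIPY-GDP leaves Rap1B (480 nm excitation, 540 nm emission), recorded every 5 minutes over 30 minutes. Reactions held 100 nM EPAC1, 250 nM Rap1B–BODIPY-GDP and 50 uM GDP, with 6.5 mM cAMP setting full activation.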
EPAC2 agonist: qHTS for Agonist of cAMP-regulated guanine nucleotide exchange factor 4 (EPAC2): primary screen. Rap guanine nucleotide exchange factor 4 (Homo sapiens), Q8WZA2. EPAC2 activation, biochemical qHTS; response scale: 100% = 6.5 mM cAMP response. Potency, µM (titrated, usually from 154 µM), for inactives: at the highest dose activation, most hits filed as activators. actives 0.079% (n = 360,000); also: potency is read from the fitted curve at half-maximal effect; nearly all actives have a fitted effect of over 50% in size
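Readout is BODIPY fluorescence (480 nm excitation, 540 nm emission), which falls as labeled GDP is exchanged off Rap1B. EPAC2 at 100 nM acted on 250 nM RAP1B-BODIPY-GDP with 50 uM GDP present.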
PLK1 PBD block: qHTS for Inhibitors of PLK1-PDB (polo-like kinase 1 - polo-box domain): Primary Screen; Serine/threonine-protein kinase PLK1 (Homo sapiens), P53350; Plk1 PBD binding of FITC phosphopeptide, fluorescence polarization; Potency, µM, without a hit: max response, negative = inhibition, hits mostly inhibitors; actives 2.8% (n = 360,000); AID 720504, 2013; also: potency is read from the fitted curve at half-maximal effect; series mostly up to about 57 µM; % is scaled to controls: 0 for no effect and ±100 for the full control effect; nearly all actives have a fitted effect of over 65% in size
Target sequence (P53350 whole entry, looked up, the tested form may be a part): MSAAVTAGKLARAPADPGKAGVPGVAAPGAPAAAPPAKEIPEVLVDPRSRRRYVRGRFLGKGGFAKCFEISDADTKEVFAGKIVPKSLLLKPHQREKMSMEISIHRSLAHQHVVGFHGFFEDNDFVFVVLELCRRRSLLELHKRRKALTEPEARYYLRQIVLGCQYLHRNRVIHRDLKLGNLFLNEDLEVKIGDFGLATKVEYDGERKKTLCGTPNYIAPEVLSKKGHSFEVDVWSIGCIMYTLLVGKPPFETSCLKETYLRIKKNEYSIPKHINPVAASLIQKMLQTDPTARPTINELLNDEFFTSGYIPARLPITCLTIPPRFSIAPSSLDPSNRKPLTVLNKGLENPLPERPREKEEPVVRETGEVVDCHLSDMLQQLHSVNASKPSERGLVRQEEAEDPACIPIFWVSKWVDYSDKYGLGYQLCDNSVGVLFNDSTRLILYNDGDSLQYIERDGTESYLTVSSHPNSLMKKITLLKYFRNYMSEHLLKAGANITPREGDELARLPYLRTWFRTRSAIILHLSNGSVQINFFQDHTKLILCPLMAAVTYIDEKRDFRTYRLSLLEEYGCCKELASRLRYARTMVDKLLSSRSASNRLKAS
PI5P4Ka inh: qHTS for Inhibitors of phosphatidylinositol 5-phosphate 4-kinase (PI5P4K). Phosphatidylinositol 5-phosphate 4-kinase type-2 alpha (Homo sapiens), P48426. PI5P4Kalpha enzyme, ADP-Glo luminescence, 60 min; stronger effect = lower value. max response, %. actives 1.2% (n = 330,000). AID 652105, 2013; active = max response of -50% or lower; inconclusive = between -30% and -50%; inactive = -30% or higher; also: value at the top dose of about 77 µM; % is scaled to controls: 0 for no effect and ±100 for the full control effect
Target sequence (P48426 whole entry, looked up): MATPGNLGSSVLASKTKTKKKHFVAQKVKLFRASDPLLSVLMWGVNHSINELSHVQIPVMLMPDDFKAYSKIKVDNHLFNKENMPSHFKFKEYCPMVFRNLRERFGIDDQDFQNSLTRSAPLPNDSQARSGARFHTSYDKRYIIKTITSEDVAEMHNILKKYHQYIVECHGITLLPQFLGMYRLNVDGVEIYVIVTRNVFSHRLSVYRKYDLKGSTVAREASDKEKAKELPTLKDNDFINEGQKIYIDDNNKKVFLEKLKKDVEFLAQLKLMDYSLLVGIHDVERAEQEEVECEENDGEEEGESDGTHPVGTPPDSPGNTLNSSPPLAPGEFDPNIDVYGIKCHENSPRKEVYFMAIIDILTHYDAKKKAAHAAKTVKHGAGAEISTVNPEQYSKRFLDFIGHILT
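Compounds were pin-transferred onto PI5P4Kalpha and substrate in HEPES pH 7.4 buffer with EGTA, CHAPS and 5% DMSO. ATP (5 microM final) started the reaction, which ran 60 minutes at room temperature before ADP-Glo detection.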
WRN inhibitor: qHTS for Inhibitors of WRN Helicase | Bifunctional 3'-5' exonuclease/ATP-dependent helicase WRN (Homo sapiens), Q14191 | WRN helicase unwinding, fluorescent forked duplex, kinetic | Potency, µM (doses to about 114 µM), for inactives: at the top dose activity change, negative = inhibition, most hits filed as inhibitors | actives 0.46% (n = 360,000); also: potency is read from the fitted curve at half-maximal effect; % is scaled to controls: 0 for no effect and ±100 for the full control effect; nearly all actives have a fitted effect of over 55% in size
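WRN at 20 nM final preincubated with compound 15 min at room temperature; reaction started with 100 nM fluorophore/quencher forked duplex oligonucleotide and 2 mM ATP final. Unwinding followed kinetically by red fluorescence (ex 525, em 598 nm).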
Active calls of the source: *; ? = inconclusive; · = not tested or not shown; [ ] = remark or other dose. Unless noted, calls follow the shape of the dose curve; as a rule, active = well fitted curve in the direction sought with a large enough effect; inconclusive = small, poorly fitted or top-dose-only effect, or another doubt; inactive = no such curve, though single readings can be large; an effect the other way counts as inactive or inconclusive. The list is partial. The share of hits here may be higher or lower than overall.

SMILES	CCT chaperon mod	EPAC1 antagonist	IL2 activator	EPAC1 ag	EPAC2 agonist	PLK1 PBD block	PI5P4Ka inh	WRN inhibitor
Cc1cc(C(=O)N2CCC(C(N)=O)CC2)c(C)o1	-2.2	?	-0.4	8.6%	4.1%	-14.7%	3.0	-0.4%
CC(O)[C@H]1CNCCN1CCc1cc(C(F)(F)F)cc(C(F)(F)F)c1 (some centres undefined)	-3.3	0.7%	1.4	-4.8%	-10.4%	-9.4%	12.6	-5.1%
COc1ccc(C(=O)N/C(=C\c2cn(S(=O)(=O)N(C)C)c3ccccc23)C(=O)N2CCCC2)cc1	2.6	-3.5%	-3.2	2.0%	-0.5%	-1.3%	-1.6	0.1%
Cn1c(=O)c2[nH]c(C3CCCC3)nc2n(C)c1=O	1.4	-3.2%	-0.7	-15.2%	1.0%	-3.2%	3.6	0.3%
O=[N+]([O-])c1cc(C(F)(F)F)ccc1N1CCCNCC1	-3.3	-0.8%	-0.3	0.8%	-5.9%	6.0%	13.4	-5.6%
Cc1ccc(S(=O)(=O)NC(CC(C)C)C(=O)N2CCOCCOCCOCCOCC2)cc1 (centres undefined)	-1.1	-10.5%	-3.0	1.5%	10.7%	-15.6%	6.3	13.3%
Cn1c(=O)cc(SCC(=O)N2CCCC2)c2ccccc21	-5.1	-4.6%	0.1	-1.6%	2.7%	-1.3%	-8.9	-1.9%
CCOCCCNC(=O)C(c1ccc(Cl)cc1)N1CCN(c2ccccc2)CC1 (centres undefined)	-1.0	-3.1%	-1.4	-10.9%	-14.7%	1.9%	0.7	0.9%
COC(=O)C1C(=O)N2CCCSC2=C(C#N)C1c1cccs1 (centres undefined)	2.7	-4.5%	-1.7	-0.1%	3.3%	-2.3%	·	-15.2%
CCOc1ccccc1NC(=O)CCNS(=O)(=O)c1ccc2[nH]c(=O)oc2c1	-0.8	3.1%	-1.7	13.4%	9.1%	-9.8%	-7.0	-0.7%
O=C(O/N=C(\c1ccccc1)c1ccncc1)c1ccccc1Cl	-2.1	-3.7%	1.5	-5.6%	11.3%	1.5%	-1.8	-7.6%
CC(=O)N1CCC(C(=O)Nc2ccc(S(=O)(=O)N3CCC(C)CC3)cc2)CC1	-0.8	0.3%	-1.3	-7.9%	-2.0%	-5.7%	4.0	-27.5%
CC(C(N)=O)N1c2cccc3cccc(c23)S1(=O)=O (centres undefined)	-2.6	0.5%	0.1	4.1%	-1.6%	-7.2%	-0.8	5.9%
Cc1ccccc1-n1c(N)c(C(=O)Nc2ccc(F)cc2)sc1=S	0.1	0.0%	2.0	-0.3%	3.8%	?	-0.7	-0.7%
CCN(CC(=O)NC(C)C)C(=O)[C@H](C)NC(=O)c1ccc(Br)cc1	-3.4	1.9%	2.0	6.4%	11.4%	-10.5%	-2.5	-2.0%
CN=c1scc(-c2ccc(Br)cc2)n1C	1.5	-3.9%	-0.1	9.6%	3.5%	-5.4%	2.5	-0.5%
COc1ccccc1N1CCN(C(=O)C(NS(=O)(=O)c2cccs2)c2ccccc2)CC1 (centres undefined)	-1.1	-5.2%	0.7	14.1%	4.3%	4.3%	·	-7.0%
Cc1ccccc1Cc1c(C)nc2nc(SCC(=O)NCc3ccco3)nn2c1C	0.9	0.0%	-0.3	0.0%	4.6%	-13.3%	2.9	3.1%
Cc1noc(C)c1NC(=O)N(C)C[C@H]1OCc2cnnn2CCCC(=O)N([C@H](C)CO)C[C@H]1C	-1.6	-3.8%	-0.6	-8.6%	6.7%	-18.2%	2.5	0.0%
Cc1ccc(N2C(=O)NC(NC(=O)C(C)(C)C)(C(F)(F)F)C2=O)cc1 (centres undefined)	1.1	1.1%	6.3	4.2%	4.1%	-2.9%	4.8	-4.2%
COC(=O)c1ccc(S(=O)(=O)NCc2ccc(S(N)(=O)=O)cc2)n1C	-3.0	5.1%	-1.8	3.9%	14.6%	-10.2%	0.7	1.3%
COc1ccc(-c2noc(CSc3nc4ccccc4c(=O)n3-c3ccccc3)n2)cc1	-1.1	2.3%	-1.8	4.3%	0.3%	-4.6%	·	5.0%
COc1ccc(N2CCN(CCCNC(=O)C3CCN(S(=O)(=O)N4CCOCC4)CC3)CC2)cc1	2.5	-4.2%	-1.8	8.3%	2.8%	2.6%	4.9	-3.2%
CCN(CC1CCCO1)C(=O)CCc1nnc(CCc2ccccc2OC)o1 (centres undefined)	-5.5	-13.6%	-2.9	-4.1%	2.2%	4.0%	2.8	-16.2%

Shown with each value named: two of the compounds above.
> Cc1ccccc1Cc1c(C)nc2nc(SCC(=O)NCc3ccco3)nn2c1C
- CCT chaperon mod: 0.9
- EPAC1 antagonist: 0.0%
- IL2 activator: -0.3
- EPAC1 ag: 0.0%
- EPAC2 agonist: 4.6%
- PLK1 PBD block: -13.3%
- PI5P4Ka inh: 2.9
- WRN inhibitor: 3.1%
> Cc1noc(C)c1NC(=O)N(C)C[C@H]1OCc2cnnn2CCCC(=O)N([C@H](C)CO)C[C@H]1C
- CCT chaperon mod: -1.6
- EPAC1 antagonist: -3.8%
- IL2 activator: -0.6
- EPAC1 ag: -8.6%
- EPAC2 agonist: 6.7%
- PLK1 PBD block: -18.2%
- PI5P4Ka inh: 2.5
- WRN inhibitor: 0.0%

Remaining list, next part.
SMILES	CCT chaperon mod	EPAC1 antagonist	IL2 activator	EPAC1 ag	EPAC2 agonist	PLK1 PBD block	PI5P4Ka inh	WRN inhibitor
Cc1cc(C(=S)N2CCOCC2)c(C)n1-c1ccc(F)cc1	-1.0	3.0%	-1.0	6.8%	7.4%	?	0.1	1.3%
C[C@@H](C(=O)OCC(=O)c1ccc(F)c(F)c1)N1C(=O)C2CCCCC2C1=O (some centres undefined)	0.7	-0.1%	1.2	7.6%	13.1%	-15.6%	3.0	6.8%
Cc1ccc([C@@H]2[C@@H]3C(=O)N(c4ccccc4)C(=O)[C@@H]3[C@]3(C)C(=O)N(Cc4ccccc4)CC(=O)N23)o1	-2.7	-12.2%	-2.0	3.1%	-0.9%	-17.3%	1.5	4.3%
CS(=O)(=O)c1ccc(-c2sc3ccccc3c2C(=O)N2CCN(c3ccc(F)cc3)CC2)cc1	0.6	-6.2%	0.0	0.4%	5.9%	-10.6%	?	12.1%
O=C(Nc1cccc([N+](=O)[O-])c1)c1ccc(-c2ccccc2)cc1	2.0	16.8%	-1.7	4.3%	-4.0%	-22.7%	0.3	-10.4%
O=C(Cc1ccc(NC(=O)C2CCCN(C(=O)c3ccccc3)C2)cc1)Nc1ccc(C(=O)N2CCOCC2)cc1 (centres undefined)	1.3	5.9%	0.0	-17.6%	0.3%	-14.0%	6.4	-12.8%
CCc1cccc(NS(=O)(=O)c2c(C)nc3scc(C)n3c2=O)c1	-2.3	-7.1%	0.7	12.7%	0.6%	-0.6%	8.1	-2.7%[57.1 µM]
CC(C)CN(C(=O)c1ccc(C(F)(F)F)cc1)c1c(N)n(CC(C)C)c(=O)[nH]c1=O	0.5	6.8%	-1.4	4.1%	-3.0%	-18.9%	6.7	-4.7%
O=C(NN=Cc1ccc(O)cc1)C(=O)NN=Cc1ccc(O)cc1	-3.5	0.7%	-0.1	-3.3%	6.4%	2.4%	0.7	3.0%
Cc1cc(C)c(S(=O)(=O)N2CCN(c3ccc([N+](=O)[O-])c(NCC4CCCO4)c3)CC2)c(C)c1 (centres undefined)	3.7	10.7%	-0.2	-0.1%	3.8%	-0.9%	·	-2.1%
Cc1cc(=O)oc2cc(NC(=O)CC3(CC(=O)O)CCCC3)ccc12	-0.6	-16.7%	-3.3	1.7%	3.4%	-8.1%	4.8	-12.4%
O=C(Cn1cnc2c(nnn2Cc2ccc(F)cc2)c1=O)Nc1ccccc1	-1.0	1.2%	4.3	3.6%	2.6%	-3.1%	-0.4	-8.9%
CC(C)(C)[C@@H]1C=C(C(=O)N2CCN(Cc3ccc4c(c3)OCO4)CC2)O[C@H](OCc2ccc(CO)cc2)C1	-0.1	-8.8%	0.1	3.2%	8.6%	-7.0%	-0.8	-5.2%
CC(C)(C)c1ccc(C(=O)Nc2ccc(F)cc2)s1	0.0	-23.6%	-0.6	-6.0%	-1.4%	-1.8%	-0.8	-2.2%
COCCn1c(C)c(C)c2c(NCCc3ccccc3)ncnc21	-2.5	6.6%	-0.2	-9.1%	-2.1%	-6.2%	-4.3	6.3%
COc1ccccc1C/C(N)=N/OC(=O)c1cccs1	1.5	9.3%	-0.4	-2.3%	10.2%	-15.2%	2.4	-8.3%
Cc1cc(C(=O)CSc2nc(N)cc(=O)[nH]2)c(C)n1Cc1ccco1	-1.4	-5.3%	2.6	12.4%	4.0%	-27.0%	?	-8.1%[11.6 µM]
CC(=O)NC(C)(C)C1CC=C(C)/C(=N\O)C1 (centres undefined)	-2.5	-2.4%	-0.9	1.9%	4.1%	2.0%	·	-7.5%
CCN(CC(=O)NCc1cccs1)C(=O)c1cc(S(=O)(=O)N2CCCCC2)ccc1Cl	-3.0	-2.0%	-6.0	-0.3%	8.4%	-10.1%	-1.9	7.3%
CCn1cc(NC(=O)Nc2ccccc2C(=O)OC)c(C(N)=O)n1	-0.3	0.0%	1.3	7.2%	6.3%	-7.7%	·	-15.1%
O=C(c1ccco1)N1CCN(C(c2ccccc2Cl)c2nnnn2Cc2cccs2)CC1 (centres undefined)	0.6	0.0%	0.2	9.0%	5.2%	-17.4%	-6.0	-10.7%
CCN(CC)S(=O)(=O)c1ccc(N2CCCCC2)c(NC(=O)C2CCN(C(=O)c3ccc(F)cc3)CC2)c1	-2.6	-29.9%	-2.1	3.2%	11.7%	-9.8%	-9.1	-10.6%
C=CCn1c(C)csc1=Nc1ccc(C(C)=O)cc1	-2.0	-19.4%	-0.9	6.7%	8.3%	-13.5%	-6.8	8.2%[57.1 µM]
FC(F)(F)c1ccccc1NC1=NCCC1	-4.0	-5.9%	0.3	6.1%	-7.4%	0.3%	0.9	-8.1%
COc1ccc2oc(=O)c(C(=O)NC3CCCCCC3)cc2c1	0.1	-4.0%	0.9	-3.1%	16.3%	1.3%	5.5	3.5%

Screening results (PubChem)
